Dengue-2 NS5 capping = flavivirus cap methylation enzyme inhibition – biochemical, confirmation dose response, primary screen (AID 588689); 340,000 tested, 0.3% active; inhibition, % at 25 µM, or IC50 in µM where a hit was titrated; Dengue-2 NS5 methyltransferase capping enzyme assay, biochemical; higher % means a stronger effect; in the data active = a potency from the dose series; inconclusive = inhibition above about 29% without an active follow-up result
GPR35 arrestin U2OS = inhibition of zaprinast-stimulated GPR35 beta-arrestin translocation – imaging, U2OS, beta-arrestin-GFP, zaprinast agonist, primary screen (AID 2058) | one-dose inhibition, % at 10 µM; IC50 in µM for titrated hits | 290,000 tested, 0.052% active | U2OS GPR35 beta-arrestin-GFP translocation imaging, zaprinast antagonism; higher % means a stronger effect;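 active = inhibition of at least 50% with at least 30 cells and total cytoplasm GFP at most 10,000,000; inconclusive = under 30 cells or total GFP of 10,000,000 plus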
RSV CPE inhibition = RSV antiviral activity via CPE protection, HEp-2 cells, primary 10 µM value included (AID 2391) | HEp-2 cells, RSV-induced CPE inhibition; higher % means a stronger effect | 310,000 tested, 0.13% active | CPE inhibition, % at 10 µM, or IC50 in µM where a hit was titrated; in the data active = a potency from the dose series; inconclusive = CPE inhibition mostly from about 23% at the one dose, without a potency; inactive = the rest, 99 in 100 with CPE inhibition below about 21%; note: strong numbers were not always called active
Autophagy mod = autophagy modulation, high-content screen. MEF GFP-LC3 puncta imaging; test concentration mostly 10 µM. AID 463193. calls only at 10 µM (by protocol). 190,000 tested, 0.98% active;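 active = percentage of spot-positive cells more than 3 SD above its plate mean, without a fluorescence outlier flag or 80% toxicity; inconclusive = no clear call, values can overlap the other calls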;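 note: spot-positive cell cutoff set from DMSO-treated cells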
UTI89 phage lysis = inhibition of K1F phage lysis, E. coli UTI89, bacterial capsule biogenesis inhibitors, alamar blue (AID 488966) | 340,000 tested, 0.02% active | inhibition, % at 100 µM; hits with a dose series show IC50 in µM | E. coli UTI89 K1F phage lysis, alamar blue, 2 h; higher % means a stronger effect;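 active = phage lysis inhibition, versus mean bacterial control, above a set limit; inconclusive = no clear call, values can overlap the other calls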;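 note: capsule biogenesis inhibitors block K1F phage lysis so surviving cells raise fluorescence; higher fluorescence means more inhibition of phage lysis; actives were called in the ten point dose series up to 300 µM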
WT yeast gro inh = growth inhibition of WT yeast, mitochondrial fusion screen. mitochondrial fusion phenotypic screen, WT strain. inhibition, % at 10 µM. 190,000 tested, 2.1% active. AID 1362; in the data active = inhibition above about 58%; tested in S. cerevisiae
NTR1 agonist = agonists of NTR1, primary screen, imaging, U2OS cells, beta-arrestin-GFP, high content (AID 493036); P30989; NTR1-U2OS beta-arrestin-GFP spot imaging, agonist mode; activation, % at 20 µM; 330,000 tested, 0.17% active;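 active = activation at or above 40% of the spot to cytoplasm intensity ratio, with at least 20 cells analyzed; inconclusive = wells under 20 cells, flagged as cytotoxic or low count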;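 note: 0% = DMSO without peptide and 100% = 100 nM NTR1 peptide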
Target sequence (P30989 whole entry, looked up): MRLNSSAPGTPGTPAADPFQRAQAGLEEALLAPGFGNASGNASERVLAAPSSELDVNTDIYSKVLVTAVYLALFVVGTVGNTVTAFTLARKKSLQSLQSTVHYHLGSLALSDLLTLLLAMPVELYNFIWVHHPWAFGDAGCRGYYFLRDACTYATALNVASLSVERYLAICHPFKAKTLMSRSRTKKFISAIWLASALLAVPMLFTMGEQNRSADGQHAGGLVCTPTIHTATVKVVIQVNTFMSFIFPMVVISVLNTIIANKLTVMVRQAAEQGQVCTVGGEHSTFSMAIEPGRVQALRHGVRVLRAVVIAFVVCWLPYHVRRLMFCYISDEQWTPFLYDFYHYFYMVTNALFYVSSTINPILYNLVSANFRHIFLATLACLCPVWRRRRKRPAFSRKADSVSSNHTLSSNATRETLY
LYP inhibition = PTPN22 lymphoid phosphatase activity blockers – biochemical, fluorescence intensity, uHTS (AID 1779) | recombinant LYP phosphatase, fluorescence intensity; higher % means a stronger effect | one-dose inhibition, % at 11.5 µM; IC50 in µM for titrated hits | 290,000 tested, 0.054% active; in the data active = inhibition above about 50%;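 note: plate controls were vehicle with enzyme for no effect and no enzyme for full effect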
AID2073 = inhibitors of Mint1-CaV2.2 protein interaction, biochemical, HTRF (AID 2073) | HTRF protein-protein interaction, Mint1-CaV2.2; higher % means a stronger effect | one-dose inhibition, % at 20 µM; IC50 in µM for titrated hits | 290,000 tested, 0.19% active; in the data active = inhibition mostly above about 51%, no sharp cut-off; inconclusive = no clear call, values can overlap the other calls; inactive = mostly below about 53%; note: some results filed as inactive read as strong as hits
WT yeast gro inh mutant strain = recorded beside WT yeast gro inh, whose call it bears; inhibition, %; mitochondrial fusion phenotypic screen, mutant strain inhibition
Autophagy mod cell loss 18 h = second read-out of Autophagy mod, no call of its own (marks repeat the call); toxicity, %; measured here: cell loss, nuclei count;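 cell loss after 18 h compound exposure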
NTR1 agonist cell count 20 µM = also measured in NTR1 agonist; calls as there; cell count; measured here: cell count, cytotoxicity flag
* = called active by the depositor; i = inactive; ? = inconclusive; / = no result given; [ ] = remark or other dose.

SMILES	Dengue-2 NS5 capping	GPR35 arrestin U2OS	RSV CPE inhibition	Autophagy mod	Autophagy mod cell loss 18 h	UTI89 phage lysis	WT yeast gro inh	WT yeast gro inh mutant strain	NTR1 agonist	NTR1 agonist cell count 20 µM	LYP inhibition	AID2073
O=C(Nc1ccccc1)Nc1ccc(F)cc1F	-4%	0%	?	i	9	0.4%	-21	-22	-0.1	88	2%	-1%
O=C(Cn1c(=O)oc2cc(S(=O)(=O)N3CCCC3)ccc21)Nc1cccc(C(F)(F)F)c1	5%	14%	3.3%	i	-2	0.1%	-7	-9	1.4	58	0%	27%
O=C(c1ccc2c(c1)OCO2)C1CCCN(C(=O)Nc2ccc(F)cc2F)C1 (stereo not given)	-2%	-12%	0.8%	i	2	0.0%	17	-13	3.1	56	5%	?
CCCc1ccc(OCc2nc(-c3ccc(NC(=O)c4cccs4)cc3)no2)cc1	-1%	-7%	1.6%	i	1	3.5%	-4	1	-0.8	64	3%	36%
Cc1ccc(OCCCC(=O)NNC(=O)c2ccncc2)cc1	-4%	/	-0.1%	/	/	0.8%[50 µM]	/	/	-0.5	65	/	/
CCOc1ccccc1NC(=S)N1CCC(NC(=O)NC23CC4CC(CC(C4)C2)C3)CC1	0%	9%	9.1%	i	5	3.7%	-18	-19	0.6	58	2%	-20%
Cc1cc(C)cc(NC(=O)C2CCCN(S(=O)(=O)c3c(C)noc3C)C2)c1 (stereo not given)	-5%	0%	3.3%	/	/	-8.1%	/	/	0.5	58	-10%	10%
COc1ccc(CCNC(=O)Cc2ccc([N+](=O)[O-])cc2)cc1OC	-2%	-7%	2.3%	/	/	0.2%	/	/	1.1	65	1%	11%
COC(=O)c1ccc(NC(=O)C[n+]2ccccc2C)cc1	-2%	0%	0.7%	/	/	0.3%	/	/	-0.3	52	-5%	-3%
Cc1ccc(C)c(OCCC(=O)OCC(=O)NC(=O)NCc2ccccc2)c1	-1%	/	0.6%	/	/	-1.5%	/	/	1.5	44	/	/
CCCCn1c(SCC(=O)c2ccccc2)nc2ccsc2c1=O	-7%	0%	16%	i	15	1.0%[50 µM]	-6	13	15	63	-5%	-1%
COC(=O)C1CCN(C(=O)NC2CC(=O)N(c3ccc4c(c3)OCCO4)C2)CC1 (stereo not given)	-1%	/	-1.5%	/	/	1.9%[50 µM]	/	/	0.0	60	/	/
O=[N+]([O-])c1ccc(NCCNS(=O)(=O)c2ccccc2)c(C(F)(F)F)c1	-1%	-2%	8.4%	i	3	-0.3%	-1	1	1.2	73	-2%	16%
O=C(NC1CCCC1)C1CCC(=O)N1C1CCCCC1 (stereo not given)	-2%	0%	2.2%	i	-54	-0.1%	0	-1	-1.2	72	0%	0%
CCN(CC)C(=O)CN1C(=O)COCC1=O	-1%	-6%	0.4%	i	4	-0.2%	10	-5	-1.2	52	-4%	0%
CC(Oc1ccccc1Cl)C(=O)N1CCOCC1 (stereo not given)	-5%	3%	0.3%	i	10	2.0%[50 µM]	-12	-1	-2.8	67	-9%	4%
CCOC(=O)c1cc(N)cc([N+](=O)[O-])c1	0%	7%	2.1%	i	-8	1.0%[50 µM]	-4	-13	-1.1	69	0%	31%
O=C(NN1C(=O)C2C3C=CC(C3)[C@H]2C1=O)c1cccnc1 (stereo not given in full)	-6%	9%	-0.1%	i	3	3.8%	-2	4	-0.4	54	2%	3%
O=C(O)Cc1sc(Nc2ccc(F)cc2)nc1-c1cccs1	-29%	-8%	1.6%	i	-1	-1.1%	22	22	-0.3	49	-3%	9.2µM*
O=C1C(Cl)=C(Nc2ccccc2O)C(=O)N1CCc1ccccc1	25%	6%	5.8%	i	-17	4.0%	30	12	0.2	56	-4%	-14%
COc1ccc(-c2cc(-c3cc(OC)ccc3O)[nH]n2)cc1	-4%	-13%	?	i	-10	-0.9%	33	27	4.2	87	-5%	-4%
Cc1ccc(CNC(=O)C2=NNC(=O)CC2)cc1	4%	1%	0.9%	i	19	-0.2%	8	-7	-1.3	31	-5%	8%
CCCC(=O)C1=C(N2CCCCC2)CC(C)(C)C(C(=O)OC)C1=O (stereo not given)	-3%	5%	2.4%	i	-12	-0.4%	-14	-12	-0.2	45	-2%	0%
S=C(NCc1ccncc1)NC1CCCC1	8%	-11%	0.0%	i	18	-0.3%	11	5	1.3	56	-1%	-2%
COc1ccc(CCN2CC(C(=O)NCCc3cn[nH]c3)CCC2=O)cc1 (stereo not given)	3%	-6%	-0.5%	/	/	1.0%[50 µM]	/	/	1.6	49	-6%	3%
CC(C)(C)C(=O)N1CCN(c2ncccc2C(F)(F)F)CC1	-4%	-12%	1.4%	/	/	0.6%	/	/	-0.8	41	-8%	-8%
Cn1c(=O)c2c(ncn2CC(=O)N2CCCc3ccccc32)n(C)c1=O	/	-3%	3.7%	i	10	0.5%	6	19	-1.0	61	0%	10%
Cc1nc(N2CCN(S(=O)(=O)c3ccccc3C#N)CC2)c2c(-c3ccccc3)csc2n1	-1%	/	5.8%	/	/	-0.7%[50 µM]	/	/	2.4	62	/	/
COc1ccccc1NC(=S)N1CCC(c2nc3ccccc3o2)CC1	-9%	-20%	3.3%	i	11	0.3%	-21	5	1.6	74	-7%	-15%
Nc1ccc(SC(F)(F)F)cc1C(=O)c1ccccc1	3%	0%	-1.2%	i	5	-0.6%	21	15	17	28	-8%	10%
O=C(CNc1ccc2ccccc2c1)N/N=C/c1ccncc1	64%	4%	4.3%	/	/	0.2%	/	/	-0.1	83	-5%	-18%
COc1ccc(C2C=C(c3ccc(F)cc3)NC(=S)N2)cc1OC (stereo not given)	33%	-13%	4.7%	i	5	0.1%	-8	-10	-0.6	94	-4%	20%
CCOC(=O)Nc1nnc(Cc2ccc(Cl)c(Cl)c2)s1	-1%	-7%	-0.3%	i	5	-3.5%	8	13	3.3	99	-2%	-6%
COC(=O)C1=C(NC(=O)COc2ccc(Cl)cc2Cl)CCS1	-3%	0%	0.2%	i	15	1.2%	10	16	9.1	48	-6%	-4%
COc1ccc2[nH]c3c(c2c1)[C@@H]1CCN2C(=O)CCC[C@H](C3)[C@H]12	17%	-4%	1.9%	/	/	0.1%	/	/	-2.4	95	-13%	-3%
CC(C)NC(=O)C(c1ccc(F)cc1)N(C(=O)CCC(=O)Nc1ccccn1)c1ccccc1F (stereo not given)	4%	4%	2.7%	/	/	0.2%	/	/	2.2	65	-6%	2%
O=C(CNC(=O)c1ccco1)N/N=C/c1ccc(O)c([N+](=O)[O-])c1	/	11%	0.7%	i	11	0.0%	17	12	-1.0	77	-2%	16%
Cc1nnc(NC(=O)CC23CC4CC(CC(C4)C2)C3)s1	-6%	11%	2.9%	/	/	0.0%	/	/	0.5	56	1%	7%
CN(C)c1ccc(C(=O)OCC(=O)N2CCCCCC2)cc1	-5%	-4%	2.0%	i	-5	0.7%	1	-3	-0.7	67	2%	-4%
CCn1ccnc1CNCc1cn(-c2cc(C)ccc2C)nc1-c1ccccc1	3%	0%	3.0%	i	-9	0.5%	32	23	-0.5	89	-1%	-3%

Single records, as listed above. Order of screens: Dengue-2 NS5 capping	GPR35 arrestin U2OS	RSV CPE inhibition	Autophagy mod	Autophagy mod cell loss 18 h	UTI89 phage lysis	WT yeast gro inh	WT yeast gro inh mutant strain	NTR1 agonist	NTR1 agonist cell count 20 µM	LYP inhibition	AID2073
CC(C)(C)C(=O)N1CCN(c2ncccc2C(F)(F)F)CC1 reads -4%	-12%	1.4%	/	/	0.6%	/	/	-0.8	41	-8%	-8%
CCn1ccnc1CNCc1cn(-c2cc(C)ccc2C)nc1-c1ccccc1 reads 3%	0%	3.0%	i	-9	0.5%	32	23	-0.5	89	-1%	-3%

Following part.
SMILES	Dengue-2 NS5 capping	GPR35 arrestin U2OS	RSV CPE inhibition	Autophagy mod	Autophagy mod cell loss 18 h	UTI89 phage lysis	WT yeast gro inh	WT yeast gro inh mutant strain	NTR1 agonist	NTR1 agonist cell count 20 µM	LYP inhibition	AID2073
CN(CCOc1ccccc1)C(=O)c1cc(COc2c(F)cccc2F)on1	-5%	20%	11%	/	/	0.0%	/	/	2.0	75	-11%	3%
CO/N=C(/c1nonc1N)N1CCN(c2ccc([N+](=O)[O-])cc2)CC1	-2%	8%	3.2%	i	28	0.5%	-1	10	3.3	60	-4%	2%
CC(C)(C)c1ccc(OCCOCCn2cnc3ccccc3c2=O)cc1	-2%	-10%	1.3%	i	8	-0.1%	22	19	0.3	32	-2%	-2%
O=C(CSc1nncs1)Nc1nnc(-c2ccccc2)o1	0%	9%	-0.7%	/	/	-0.2%	/	/	1.2	75	-3%	11%
CN1CCN(CCNC(=O)Nc2ccccc2[N+](=O)[O-])CC1	4%	-18%	1.5%	/	/	0.2%[50 µM]	/	/	-1.5	68	-8%	-1%
CCOC(=O)c1[nH]c2ccc(OCC)cc2c1NC(=O)CN1CCN(c2ccccn2)CC1	7%	-4%	1.4%	i	-31	0.2%	1	-16	2.1	44	-2%	19%
Cc1ccc(S(=O)(=O)N2CCN(c3ccccc3)CC2)c(C)c1	-11%	-1%	15%	/	/	0.0%	/	/	0.4	40	-5%	5%
Cn1nc(-c2ccccc2)nc1-c1ccccc1	1%	/	1.3%	/	/	0.5%	/	/	-2.5	91	/	/
C[C@@H]1NC(=O)c2cc([N+](=O)[O-])cc(I)c2NCCCC[C@@H](C(N)=O)NC(=O)[C@H](CC(N)=O)NC1=O	5%	-10%	-0.2%	i	6	0.6%	-15	-19	0.1	54	0%	-16%
CCOC(=O)c1cc2[nH]c3ccccc3c2[n+](-c2ccc([N+](=O)[O-])cc2)c1C	-1%	-18%	0.5%	i	10	1.3%	-5	0	3.5	51	-5%	4%

By substructure: the entries above containing an aryl methoxy group (6)
SMILES	Dengue-2 NS5 capping	GPR35 arrestin U2OS	RSV CPE inhibition	Autophagy mod	Autophagy mod cell loss 18 h	UTI89 phage lysis	WT yeast gro inh	WT yeast gro inh mutant strain	NTR1 agonist	NTR1 agonist cell count 20 µM	LYP inhibition	AID2073
COc1ccc(CCNC(=O)Cc2ccc([N+](=O)[O-])cc2)cc1OC	-2%	-7%	2.3%	/	/	0.2%	/	/	1.1	65	1%	11%
COc1ccc(-c2cc(-c3cc(OC)ccc3O)[nH]n2)cc1	-4%	-13%	?	i	-10	-0.9%	33	27	4.2	87	-5%	-4%
COc1ccc(CCN2CC(C(=O)NCCc3cn[nH]c3)CCC2=O)cc1 (stereo not given)	3%	-6%	-0.5%	/	/	1.0%[50 µM]	/	/	1.6	49	-6%	3%
COc1ccccc1NC(=S)N1CCC(c2nc3ccccc3o2)CC1	-9%	-20%	3.3%	i	11	0.3%	-21	5	1.6	74	-7%	-15%
COc1ccc(C2C=C(c3ccc(F)cc3)NC(=S)N2)cc1OC (stereo not given)	33%	-13%	4.7%	i	5	0.1%	-8	-10	-0.6	94	-4%	20%
COc1ccc2[nH]c3c(c2c1)[C@@H]1CCN2C(=O)CCC[C@H](C3)[C@H]12	17%	-4%	1.9%	/	/	0.1%	/	/	-2.4	95	-13%	-3%

Screens deposited in PubChem by several laboratories.
